# iPSC survival up – enhancers of single-cell hiPSC survival, primary screen, ATPlite luminescence; survival enhancement, % at 20 µM; 100% = ROCK inhibitor wells, 0% = DMSO; actives 0.044% (n = 360,000); in the data active = survival enhancement above about 18%;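 also: cells exposed to compounds for 16 hours before the ATP read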
# TWEAK Fn14 block – inhibitors of TWEAK-Fn14 signaling, primary screen, luciferase reporter cells, uHTS. TWEAK-stimulated Fn14 reporter cells, luciferase luminescence, 8 h. inhibition, % at 10 µM. actives 2% (n = 360,000). AID 1159606, 2016; in the data active = inhibition above about 50%
# KKLEB cytotox – cytotoxicity in KKLEB CF airway cells, primary screen, cytotoxicity control for CF NF-kB inhibitor project, cell-based, uHTS, fluorescence assay plates; KKLEB CF airway cells viability, ATPlite luminescence, overnight; active compounds read low; cells stimulated with P. aeruginosa culture filtrate; activity change (cytotoxicity), % at 5 µM; actives 0.36% (n = 360,000); AID 602141, 2011;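 active = corrected activity change at or below -50% at 5 µM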
# TRPM1 prom inh – inhibitors of MITF-dependent TRPM1 promoter reporter, primary screen, cell-based, SK-MEL-5, single point, luciferase; SK-MEL-5 TRPM1 promoter luciferase, 24 h; inhibition, % at 12.5 µM; actives 0.83% (n = 330,000);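 active = mean inhibition across replicates of 60% or more, whatever share of single replicates reaches that level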; also: values of inactives mirror those of a sister screen read the other way
# NR2E3 ag-1 – inhibitors of NR2E3-RetCOR corepressor binding, primary screen, NR2E3 agonist project, biochemical, TR-FRET, GST-NR2E3, biotin-RetCOR; inhibition of corepressor binding, % at 4.78 µM; actives 0.12% (n = 320,000); 1536-well; AID 2300, 2010;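 active = percent inhibition above the cutoff of mean plus 3 SD of all tested compounds, set per screening campaign, cut at about 20% in these data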;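 also: 0% = DMSO wells and 100% = biotin wells as full block of FRET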
# Target sequence (Q9Y5X4 whole entry, looked up): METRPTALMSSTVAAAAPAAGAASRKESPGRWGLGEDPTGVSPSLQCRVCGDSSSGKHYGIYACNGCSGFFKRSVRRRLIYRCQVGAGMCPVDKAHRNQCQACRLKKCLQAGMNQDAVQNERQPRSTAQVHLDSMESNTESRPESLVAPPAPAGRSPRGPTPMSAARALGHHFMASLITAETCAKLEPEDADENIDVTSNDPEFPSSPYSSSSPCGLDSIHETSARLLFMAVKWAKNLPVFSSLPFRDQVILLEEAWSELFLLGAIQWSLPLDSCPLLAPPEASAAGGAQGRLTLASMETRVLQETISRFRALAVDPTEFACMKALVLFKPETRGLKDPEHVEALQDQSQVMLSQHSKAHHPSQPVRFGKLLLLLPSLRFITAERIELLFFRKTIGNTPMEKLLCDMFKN
#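 system = GST-tagged NR2E3 plus biotinylated RetCOR corepressor | input = 1.35 nM GST-NR2E3 | also added = 7 nM biotin-RetCOR | schedule = 5 h incubation at 4 °C | measured by = TR-FRET with europium anti-GST and streptavidin-D2, 340 nm excitation | read-out = percent loss of FRET ratio relative to control wells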
# NR2E3 ag-2 – NR2E3 agonists in two-hybrid cells, primary screen, cell-based, luminescence, CHO-S, Gal4-NCOR/VP16-NR2E3 | Photoreceptor-specific nuclear receptor (Homo sapiens), Q9Y5X4 | luciferase | actives 0.35% (n = 360,000) | AID 602229, 2012 | inhibition of corepressor binding, % at 3.98 µM;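 active = inhibition above the mean of all tested compounds plus 3 SD, cut at about 70% in these data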;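 also: 0% = DMSO with NR2E3 transfected cells and 100% = cells lacking NR2E3 construct; higher means lower luciferase signal from less NR2E3 corepressor binding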
# aDG glyco act – activators of alpha-DG glycosylation, primary screen, uHTS, Pro5-aDG cells, AlphaScreen; alpha-DG glycosylation AlphaScreen (IIH6); 0% Pro5, 100% B10-LARGE cell signal; activation, % at 10 µM; actives 0.22% (n = 360,000); AID 624168, 2012;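 active = activation of at least 8% versus controls, or a plate z-score of at least 8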;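 also: Pro5 are CHO cells carrying HIG-tagged alpha-DG that lacks glycosylation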
# Shn3 inh set2 – reduction of Shn3 3'UTR firefly luciferase signal, primary screen, Schnurri-3 inhibitor project, cell-based, Clone20 osteoblasts, set 2 | Clone20 osteoblast Shn3 3'UTR firefly luciferase, 24 h | inhibition, % at 12.5 µM | actives 0.52% (n = 360,000) | AID 588674, 2011;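 active = mean inhibition of at least 75% with every replicate also reaching 75%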;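 also: 0% = median of neutral control wells and 100% = pilot-screen positive control compound; some compounds past the cut are filed as inactive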
# CF NFkB inh – inhibitors of PAF-induced NF-kB signaling, primary screen, cell-based, GFP fluorescence, uHTS | KKLEB NF-kB-GFP reporter, GFP fluorescence overnight | inhibition, % at 5 µM | actives 0.86% (n = 360,000) | AID 588850, 2011;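 active = at least 50% inhibition at 5 µM, scaled per plate between neutral and stimulator controls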;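 also: PAF is a Pseudomonas aeruginosa culture filtrate used as stimulus; plate controls were PAF-stimulated DMSO wells for no effect and unstimulated DMSO wells for full effect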
# HIF-2a block – HIF-2a reporter inhibitors, primary screen, luminescence, 786-0 RCC cells; 786-0 RCC cells HIF-2a reporter, luciferase luminescence, overnight; actives 0.72% (n = 360,000); inhibition, % at 18.8 µM;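 active = inhibition of the luminescence signal of 40% or more relative to plate controls, in a single-dose primary screen at 18.75 µM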
# Peg3 promoter – Peg3 promoter-driven luciferase inhibitors, primary screen, cell-based, HeLa, luciferase luminescence; HeLa PEG-Prom luciferase reporter, overnight; inhibition, % at 20 µM; actives 1.7% (n = 360,000); AID 588405, 2011;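 active = inhibition of at least 50% at 20 µM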
# The depositor's hits bear a star; · = not tested or not shown.
SMILES,iPSC survival up,TWEAK Fn14 block,KKLEB cytotox,TRPM1 prom inh,NR2E3 ag-1,NR2E3 ag-2,aDG glyco act,Shn3 inh set2,CF NFkB inh,HIF-2a block,Peg3 promoter
N#CC1=C(N)Oc2cc(O)ccc2C1C1CCCCC1 (stereo not drawn),-1.7,49,1,28,3,-29,-0.1,24,23,17,22
Cc1c(CC(=O)N2CCC(C(N)=O)CC2)c(=O)oc2cc3c(cc12)CCC1(CCCCC1)O3,-0.9,-5,9,·,0,-13,-0.2,29,-7,-15,-9
COc1ccccc1C(=O)NCC(=O)OC(C)C(=O)NC(=O)NC1CCCCC1 (stereo not drawn),10,-2,-10,1,1,-10,0.3,-1,11,12,5
CCOC(=O)N1CCN(C(=O)CN(C)S(=O)(=O)c2ccc(OCC)cc2)CC1,-0.7,17,4,2,0,4,-0.1,3,-6,7,-2
CC1CN(S(=O)(=O)c2cccc(C(=O)NCc3ccco3)c2)CC(C)O1 (stereo not drawn),-0.4,0,20,-1,7,-8,0.1,-4,-7,5,-2
Cc1cccc(C2c3[nH]c4ccccc4c3CCN2C(=O)c2noc3c2CCCC3)n1 (stereo not drawn),-1.7,16,-10,21,-2,-20,-0.2,5,2,-2,22
COc1ccc(/C=C(\C#N)C(=O)Nc2cc(S(=O)(=O)N3CCCCC3)ccc2N2CCCCC2)cc1,1.4,-51,-2,-11,0,-24,-0.5,-13,6,1,-12
Cc1ccc(C(=O)NCCSCc2ccccc2)cc1[N+](=O)[O-],-2.1,0,2,4,3,-15,-0.1,0,16,-11,0
CCOC(=O)c1c(C)[nH]c(C)c1C(=O)CN1C(=O)NC2(CCC(C)CC2)C1=O (stereo not drawn),-0.1,11,3,22,3,33,0.0,-2,-10,0,8
Nc1nc(Nc2ccccc2)nc(NCc2ccccc2)c1[N+](=O)[O-],-0.6,-22,-13,-19,4,11,-0.2,0,24,2,44

# The closing 2 compounds of the part above lead into the next.
SMILES,iPSC survival up,TWEAK Fn14 block,KKLEB cytotox,TRPM1 prom inh,NR2E3 ag-1,NR2E3 ag-2,aDG glyco act,Shn3 inh set2,CF NFkB inh,HIF-2a block,Peg3 promoter
CCOC(=O)c1c(C)[nH]c(C)c1C(=O)CN1C(=O)NC2(CCC(C)CC2)C1=O (stereo not drawn),-0.1,11,3,22,3,33,0.0,-2,-10,0,8
Nc1nc(Nc2ccccc2)nc(NCc2ccccc2)c1[N+](=O)[O-],-0.6,-22,-13,-19,4,11,-0.2,0,24,2,44
O=C(CCCC(=O)N(CC(=O)NC1CCCCC1)c1ccc(F)cc1)Nc1ccccn1,0.3,9,-4,-3,3,3,0.1,-3,11,7,11
CCOC(=O)c1cc(-c2ccc(OC(F)F)cc2)nc2nc(SC)[nH]c(=O)c12,-2.0,4,0,-56,2,-5,-0.5,-29,14,-24,-18
COc1ccc(C(=O)NCc2nnc(SCC(=O)Nc3cc(C)on3)o2)cc1OC,-0.2,-18,3,-48,-2,-20,0.0,-14,5,15,0
Cc1csc(CN(C)C(=O)CC2C(=O)NCCN2Cc2ccc(-c3ccccc3)cc2)n1 (stereo not drawn),0.1,5,12,3,-1,-7,-0.2,13,-31,-8,-8
CC(=O)C1=C(O)C(=O)N(c2ccc(S(=O)(=O)Nc3nccs3)cc2)C1c1ccc(F)cc1 (stereo not drawn),1.1,3,8,0,1,-1,-0.1,-14,13,14,1
Cc1cc(C)n2ncc(/C(N)=N/OC(=O)Nc3ccccc3)c2n1,-0.6,4,1,-13,1,-13,0.0,18,4,5,11
COc1ccc(C(=O)NNC(=O)COC(=O)c2sccc2C)cc1,-0.5,-1,17,·,4,-10,-0.1,-15,-12,9,-10
Cc1ccc(C(=O)NCC(=O)N(C)CC(=O)Nc2ccccc2Br)s1,5.6,19,-9,7,7,18,0.0,-8,8,3,5
COc1ccc(S(=O)(=O)NCc2ccc(C(=O)N3CCc4ccccc4C3)cc2)cc1,-0.2,12,-14,1,0,-1,0.2,1,10,17,13
COc1ccc([C@H]2/C=C\CN(S(=O)(=O)c3ccc4ccccc4c3)[C@@H](C)C(=O)N2Cc2ccc(F)cc2)cc1,-3.2,-3,-22,-9,3,-18,0.2,41,12,5,7
CC(=C/c1ccc(C(C)C)cc1)/C=N/NC(=O)Cn1nnnc1N,-0.6,-12,2,-3,-1,-18,-0.1,·,7,-37,-38
O=C(Cc1ccccc1)Nc1ccc(NC(=O)c2ccco2)cc1Cl,0.3,-13,-1,6,1,0,-0.1,10,8,0,-23
CC1(Oc2ccccc2-c2ccn[nH]2)CCN(Cc2ccc(OC(F)(F)F)cc2)C1 (stereo not drawn),-2.1,-29,-2,·,·,22,0.5,37,-27,-1,6
COc1ccc(C(=O)Nc2ccccc2C(=O)NC(Cc2ccc(O)cc2)C(=O)NNC(=O)c2ccc(C)cc2)cc1 (stereo not drawn),0.6,-3,7,3,6,-34,-0.2,4,-11,-35,-24
CC(C)=CC(=O)O[C@H]1[C@@H]2[C@H](C)C(=O)O[C@@H]2C[C@@H](C)[C@@H]2[C@@H](O)CC(=O)[C@]21C,-3.9,13,-5,-5,0,-45,0.1,-8,-14,10,-14
CCOCC(=O)Nc1nc2ccccc2s1,-2.0,-7,23,-9,6,-86,1.6,-46,-28,-205,-262
O=C(N=Nc1c(O)[nH]c2ccc(Br)cc12)c1cc(-c2cccc3ccccc23)n[nH]1,-2.6,35,12,-2,1,-34,0.7,-6,-40,-37,55*
Cc1ccc(S(=O)(=O)N2CCOCC2)cc1NC(=O)CSc1cccc[n+]1[O-],13,9,3,-9,1,7,-0.1,12,-8,8,1
c1ccc(Oc2ccccc2-c2cc(NCCc3cccnc3)n3nccc3n2)cc1,3.9,20,-6,·,·,7,0.8,-8,18,6,20
COC(=O)/C=C1\N/C(=N\c2nc(C)cc(C)n2)N(c2ccc(C)c(C)c2)C1=O,-0.2,-17,-4,6,-1,-24,0.7,19,22,6,10

# Structures above that bear a hit mark in Peg3 promoter:
structure	TWEAK Fn14 block	TRPM1 prom inh	NR2E3 ag-1	NR2E3 ag-2	aDG glyco act	Shn3 inh set2	CF NFkB inh	HIF-2a block	Peg3 promoter
O=C(N=Nc1c(O)[nH]c2ccc(Br)cc12)c1cc(-c2cccc3ccccc23)n[nH]1	35	-2	1	-34	0.7	-6	-40	-37	55*

# Next part.
SMILES,iPSC survival up,TWEAK Fn14 block,KKLEB cytotox,TRPM1 prom inh,NR2E3 ag-1,NR2E3 ag-2,aDG glyco act,Shn3 inh set2,CF NFkB inh,HIF-2a block,Peg3 promoter
O=S(=O)(NC1=NCCCCC1)c1cccs1,0.5,1,10,4,3,-32,0.1,6,12,-12,0
CC(=O)Nc1ccc(C=CC=Cc2cccc([N+](=O)[O-])c2)cc1,7.1,2,10,-37,·,-60,0.2,-33,-34,-157,-300
COc1ccc(C(=O)Nc2ccccc2-c2nnn(CC(=O)Nc3ccc4c(c3)OCCO4)n2)cc1,-1.2,-14,-16,3,0,-1,0.4,8,-8,14,-3
O=C(COC(=O)c1ccc(CO)cc1)NCc1cccs1,2.5,-1,7,-10,1,-5,-0.2,-4,-8,-12,-183
COC(=O)c1ccc(C2=NOC(C)(c3nnc(-c4cccc(Cl)c4)o3)C2)cc1 (stereo not drawn),-2.5,-25,5,-6,2,-12,-0.2,-1,-16,6,-5
O=C(CN1CCN(c2cccc(C(F)(F)F)c2)CC1)Nc1ccc2c(c1)OCCCO2,2.3,-12,-6,·,·,-35,-0.2,13,18,-2,0
NC(=O)C1CNc2ccccc2O1 (stereo not drawn),-0.1,4,2,1,0,-33,-0.2,-2,10,6,19
O=C(Cc1ccc([N+](=O)[O-])cc1)Nc1ccc(C(=O)N2CCOCC2)cc1,-1.1,-15,-11,2,1,-22,0.0,-5,-3,6,-3
CC(=O)C[C@H](O)CC(=O)[C@H]1OC(=O)[C@@H](C)C/C=C\Cc2ccccc21,-0.1,1,0,3,·,-5,0.1,-18,-5,14,7
COCCCNC(=O)Cn1cc(/C=C(\C#N)C(=O)N2CCN(c3ccccc3)CC2)c2ccccc21,0.5,-4,4,11,1,5,0.1,-2,2,11,12
CCN(CC)CC(=O)c1c[nH]c2ccc(OC)cc12,0.1,16,-9,10,-2,7,0.8,7,-17,0,-6
CCOc1ccc(-c2nnc(SCC(=O)N3CCNC3=O)o2)cc1,-0.1,28,-16,-34,5,-156,0.8,-71,10,-214,-172
CCC(C(=O)NC1C(=O)N2C(C(=O)O)=C(CSc3nnc(C)s3)CSC12)c1ccccc1 (stereo not drawn),-0.4,-3,-20,2,-1,13,-0.1,-19,7,9,-2
CC(=O)Nc1c(-c2ccc(C)cc2)nc2ccc(Cl)cn12,0.3,-13,-18,·,·,-7,0.3,1,6,4,12
O=[N+]([O-])c1ccc(Cl)c(/C=N/N2CCN(C3c4ccccc4-c4ccccc43)CC2)c1,-0.5,1,1,3,·,-27,-0.3,5,9,11,17
CC(=O)Nc1ccc(NC(=O)c2csc([C@@H]3C[C@H](O)[C@@H](CO)O3)n2)cc1,2.9,-1,0,·,·,0,0.1,17,2,0,5
COC(=O)c1ccc(CNC(=O)c2ccc(COc3ccccc3)cc2)cc1,1.1,-8,0,5,-2,-23,-0.1,-10,3,2,-21
CSc1cccc(NS(=O)(=O)c2ccc3c(c2)CCN3C(C)=O)c1,-0.6,39,-15,24,0,72*,1.5,89*,10,23,42
Cc1cccc(S(=O)Cc2ccc(C(=O)NC3CCN(Cc4ccccc4)CC3)o2)c1 (stereo not drawn),-0.5,-5,6,-11,-2,-6,-0.3,27,2,10,7
NS(=O)(=O)c1ccc(CCNCc2cccnc2)cc1,-0.6,3,2,-8,1,-26,0.0,17,15,14,7
COc1ccc(N2C(=O)C3CCCN3C2c2cccc(OC)c2)cc1 (stereo not drawn),-0.7,-1,-10,-2,2,-26,0.0,-10,-12,-24,-13
Cc1noc(C)c1COc1ccccc1C(=O)NCCOc1ccccc1,-0.4,-21,3,-4,·,-11,0.1,3,16,-19,8
NS(=O)(=O)c1ccc(NC(=O)c2ccc(S(=O)(=O)N3CCc4ccccc43)cc2)cc1,-1.3,33,9,15,4,-9,-0.1,19,-10,30,21
CCOc1ccc2nc(NCCNC(=O)C(C)(C)C)c(C)cc2c1,-0.6,-16,0,-4,2,-32,0.3,-6,13,-7,15
COc1ccc(-n2nnc3c(=O)n(Cc4cccc(C)c4)cnc32)cc1,1.7,2,12,-1,-3,-36,0.1,-11,0,-13,13
CCOC(=O)C1CCN(C(=O)Nc2ccc(Cl)cc2Cl)CC1,0.5,1,4,-13,-2,3,-0.5,5,9,17,17

# From PubChem BioAssay
